Compound activity from PubChem.
LANA DNA inh = KSHV C-LANA DNA binding inhibition | hit rate 0.078% among 340,000 | inhibition, % at 9 µM | MBP-C-LANA/FAM-LBS DNA binding, fluorescence polarization;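 active = highest replicate inhibition at or above 60% at 9 µM, even if other replicates fall short; inactive = all replicates below 60% inhibition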;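 note: 0% = neutral control wells and 100% = 4 µM acridine orange control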
cardiac RTF act = cardiac RTF calcium sensitization | IANBD-labeled TnC RTF fluorescence at EC20 calcium; 0% EC20 calcium, 100% full calcium | activation, % at 7.2 µM | hit rate 0.24% among 340,000;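 active = activation above the mean over all tested compounds plus 3 SD, cut at about 30% in these data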;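 note: rise in fluorescence read as greater calcium sensitivity of cardiac thin filaments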
dFosB act = mouse delta FosB homodimer activation | activation, % at 25 µM | purified delta FosB, TAMRA-CDK5 oligo fluorescence polarization; percent of positive-control signal above neutral wells | hit rate 0.99% among 340,000 | P13346;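 active = mean activation above about 17%, with every replicate also reaching it, limit read from the data, passing the limit was not always enough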;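 note: fluorescence polarization rise as delta FosB binds a TAMRA Cdk5 AP-1 oligo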
NSD2 HMT inh = NSD2 (human) methyltransferase inhibition. hit rate 0.54% among 310,000. NSD2 peptide methylation, AlphaScreen, 120 min. inhibition, % at 12.5 µM. AID 743445. O96028; in the data active = inhibition above about 50%
Rtt109 HAT inh = inhibitors of Candida albicans Rtt109/Vps75 histone acetyltransferase | Q5AAJ8 | purified Rtt109/Vps75, ThioGlo CoA-SH fluorescence, 4 h | inhibition, % at 34.9 µM | hit rate 0.16% among 330,000 | AID 540336;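 active = inhibition of at least 50% in every replicate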
PfHsp90 set2 = reduces growth (ATP signal) of yeast expressing P. falciparum Hsp90. S. cerevisiae expressing PfHsp90, BacTiter-Glo ATP, 48 h; yeast lacking PDR1 and PDR3 efflux regulators. inhibition, % at 9.4 µM. hit rate 0.32% among 310,000. AID 504621;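 active = every replicate shows inhibition above about 80%, whatever the replicate mean, limit read from the data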;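 note: 0% = DMSO neutral controls and 100% = 20 µM radicicol positive controls; yeast relying on Plasmodium falciparum Hsp90 in place of its own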
Keap1 Nrf2 FP = inhibitors of human Keap1-Nrf2 protein-protein interaction | Q14145 | Keap1 Kelch-Nrf2 peptide fluorescence polarization, 1536-well | inhibition, % at 9.4 µM | hit rate 0.15% among 340,000; in the data active = inhibition above about 12%;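 note: human Keap1 Kelch domain with fluorescein labeled Nrf2 9mer peptide probe; 0% = neutral control wells and 100% = peptide positive control; higher means more block of Keap1 binding to Nrf2 peptide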
PvdQ inh = P. aeruginosa PvdQ acylase inhibition; purified PvdQ acylase, fluorescence plate reader; inhibition, % at 10 µM; hit rate 0.063% among 340,000; in the data active = inhibition above about 30%, passing the limit was not always enough;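 note: 0% = vehicle neutral wells and 100% = reference inhibitor wells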
CDK5 p35 inh = inhibitors of human CDK5/p35 kinase; Q00535+Q15078; Recombinant CDK5/p35, ADP-Glo luminescence, 60 min; inhibition, % at 10 µM; hit rate 0.01% among 330,000;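 active = highest replicate inhibition of at least 50% and at least 75% of replicates reaching 50%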;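 note: plate controls were DMSO neutral control for no effect and GW8510 at 10 µM for full effect; many of its hits are not listed in these tables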
RTF Ca sens inh = cardiac RTF calcium desensitization. P19429+P45379. IANBD-labeled cardiac RTF, Ca2+ fluorescence. inhibition, % at 7.15 µM. hit rate 0.12% among 340,000;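 active = inhibition above the mean inhibition of all tested compounds plus 3 SD, cut at about 17% in these data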;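 note: assay run at fixed EC70 calcium of 1.6 mM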
Mot1-301 SUMO = inhibitors of SUMOylation pathway: yeast Mot1-301 growth rescue | S. cerevisiae Mot1-301 growth rescue, ATP luminescence, 38.5C; percent above DMSO median, 100 means doubled | growth rescue, % at 18.8 µM | hit rate 1% among 320,000 | AID 2716;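 active = every valid replicate shows activation above 250% relative to neutral control wells; inactive = the rest, any valid replicate at or below 250%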;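 note: OY570 slx delta 5 strain wells were the positive control but not used for scaling; some compounds called inactive have numbers as strong as hits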
* = called active by the depositor; nt = not tested or not shown.

SMILES	LANA DNA inh	cardiac RTF act	dFosB act	NSD2 HMT inh	Rtt109 HAT inh	PfHsp90 set2	Keap1 Nrf2 FP	PvdQ inh	CDK5 p35 inh	RTF Ca sens inh	Mot1-301 SUMO
O=C(O)Cc1c[nH]c2ccccc12	-0.8	-1.2	0.9	nt	-0.9	4.8	4.0	-11.9	-0.1	-5.2	7.9
Cc1ccccc1NC(=O)c1cc(=O)c2ccccc2o1	-1.3	-0.8	-0.4	-1.7	-2.0	1.9	-6.5	-25.2	-3.0	1.7	11.0
COc1ccc(CC(=O)n2nc(-c3cccnc3)nc2N)cc1	-0.8	2.2	-6.0	-5.8	2.1	nt	-4.1	-3.2	1.1	-5.4	-5.9
S=C(NCc1ccco1)NCC1CCCO1 (centres undefined)	-0.8	7.4	-4.1	8.6	-1.9	-15.5	1.5	-10.1	-5.3	-7.3	-1.0
O=C(Nc1cccnc1)c1cnn2c(C(F)F)cc(C3CC3)nc12	-1.5	0.9	-25.9	1.8	6.6	-33.3	-5.6	-3.3	0.2	-7.2	21.5
COc1cc(NC(=O)C2=C(N3CCOCC3)/C(=C\c3ccc(N(C)C)cc3)CCC2)cc(OC)c1OC	0.9	4.6	2.6	2.6	2.5	6.8	-6.9	28.2	0.0	-0.3	-14.6
COCCNC(=O)CN(C(=O)c1ccc(N2CCCC2)nc1)c1ccccc1	-0.6	-3.4	2.2	-0.3	18.1	-8.6	-5.6	15.0	1.2	2.2	2.2
CN(C)S(=O)(=O)Oc1ccc(C(=O)Nc2ccc([N+](=O)[O-])cc2)cc1	-0.9	2.2	3.8	0.9	-6.6	nt	-2.5	-6.0	0.5	-2.9	7.1
CCCCC(CC)COC(=O)C(C#N)=C(c1ccccc1)c1ccccc1 (centres undefined)	0.5	2.9	3.3	nt	-3.2	-8.9	-0.3	-18.6	0.6	-0.6	83.5
O=C(CCN1C(=O)/C(=C/c2ccco2)SC1=S)Nc1ccc(C(=O)O)c(O)c1	88.5*	-6.1	-12.6	26.9	-9.3	-30.4	-2.5	-4.1	-0.9	-0.1	0.6
CCCC(=O)c1ccc(N2CCCC2)c(F)c1	-1.0	3.4	-5.4	-4.7	-15.1	16.2	-2.4	-13.1	-0.4	-7.3	89.6
CCOC(=O)c1cnc2cc(C)nn2c1C	-0.9	4.1	-4.9	-5.5	4.6	-0.6	-1.8	-13.3	-1.3	0.2	-6.9
C#CCOCCOCCOCCNc1nc(N2CCN(C(=O)CCCCCCCCCCNC(=O)[C@@H](CCSC)n3cc(CCO)nn3)CC2)nc(N2CCN(C(=O)CCCCCCCCCCNC(=O)[C@H](CO)n3cc(CCCCCN)nn3)CC2)n1	-2.4	-2.6	-310.8	nt	13.3	17.6	-3.7	-8.6	1.1	-4.1	-13.3
CCOc1ccccc1C1CC(=O)Nc2cc3c(cc21)OCO3 (centres undefined)	5.8	-6.7	0.3	9.5	1.7	6.8	1.9	6.1	-1.8	4.1	nt
O=C(c1ccc(-n2c(SCc3cc(F)ccc3F)nc3ccccc3c2=O)cc1)N1CCOCC1	-2.0	-5.2	0.8	0.0	43.1	9.1	-3.5	5.7	2.0	-8.7	21.0
CCC1CCCCN1S(=O)(=O)c1ccccc1 (centres undefined)	1.0	-1.0	-2.7	13.7	-3.0	7.9	0.7	-4.9	-1.5	-0.6	9.2
C=C(CCO)C1=CCN(S(=O)(=O)C(C)(C)C)[C@@H]1CCO	0.0	-2.1	3.1	nt	-2.9	13.1	-1.1	-14.1	0.7	-5.6	nt
COc1ccc(/C=C(/NC(=O)c2ccco2)C(=O)N2CCOCC2)cc1	0.1	0.8	-6.5	-0.7	-22.0	-1.1	-5.9	-10.0	-0.1	-7.2	-0.3
CCN1CCN(P2(=O)C=C(c3ccccc3)OC(c3ccccc3)=C2)CC1	0.2	4.9	-10.2	8.4	nt	nt	-6.8	1.6	7.0	0.8	10.8
Cc1onc(-c2c(Cl)cccc2Cl)c1NC(=O)NNc1ccccn1	-0.5	-2.6	-1.4	-3.7	7.0	1.5	-0.5	4.1	3.9	-0.7	-10.6
COc1ccc(C(=O)CC(=O)c2ccc(C)cc2)c(O)c1	-0.4	3.2	-19.9	2.2	2.9	14.4	-3.5	-3.7	1.2	-3.7	1.9
CCOC(=O)[C@H]1[C@H]2COc3ccccc3[C@@H]2N2C(=O)c3cc(C)ccc3NC(=O)[C@@]12C	5.5	-1.5	-8.1	nt	2.4	16.4	-1.6	-15.9	0.3	-5.4	5.6
Cc1nc(NC(=O)CN2CC(C)OC(C)C2)sc1C(=O)N(C)C (centres undefined)	3.5	-1.1	2.0	0.6	-0.3	7.0	-2.3	5.7	0.3	3.2	101.0
NC(=O)CC(NC(=O)c1ccc(Br)cc1)c1ccc(NCCc2ccc(F)cc2)c([N+](=O)[O-])c1 (centres undefined)	-0.3	-3.8	9.7	nt	-7.1	-1.2	-3.3	-11.3	-1.2	-9.3	-15.5
O=C1NC(=O)C(CC(=O)N(Cc2ccco2)C2(C(=O)NC3CCCCC3)CCCCC2)N1 (centres undefined)	-0.1	-5.3	-1.3	-2.9	1.7	7.6	3.9	-5.6	-0.2	-3.5	-14.9
C[C@@]12C(=O)Nc3ccccc3C(=O)N1[C@H]1c3cc(Cl)ccc3OC[C@@H]1[C@@H]2c1ccccc1	0.4	11.7	-4.1	nt	2.2	-35.9	-8.6	-26.6	-2.3	6.7	227.6
Cc1nn(CCC#N)c(NC(=O)c2ccc(Cl)cc2)c1P(=O)(Nc1ccc([N+](=O)[O-])cc1)N1CCOCC1 (centres undefined)	-0.5	0.0	7.6	-0.4	10.7	18.2	-1.2	11.7	4.3	1.8	538.6
O=C(CN(c1cccc(C(F)(F)F)c1)S(=O)(=O)c1ccc(Cl)c([N+](=O)[O-])c1)NCc1ccc(F)cc1	-0.2	6.2	-3.7	-1.8	-11.5	-2.1	0.5	-1.9	1.0	-6.5	-2.6
CN(C)C(=O)c1ccc2c(c1)C1C3CCC(C3)C1C(c1ccccc1)N2 (centres undefined)	-0.7	0.7	-5.1	3.8	10.9	nt	1.0	-8.2	-0.1	0.6	105.6
Cc1cc2ncn(C(=O)c3c(-c4ccccc4Cl)noc3C)c2cc1C	0.6	-10.6	-4.2	-0.1	5.3	16.0	-3.7	9.2	-1.0	2.0	6.3
COc1ccc(CC(=O)Nc2ccc(-c3noc(-c4cc(OC)c(OC)c(OC)c4)n3)cc2)cc1	0.2	-0.6	21.1*	-1.7	0.6	14.5	0.9	-15.7	-0.4	-6.4	-0.9
COc1ccc2cnn(CCOc3ccccc3)c(=O)c2c1OC	3.7	-0.4	3.0	-0.3	2.8	3.5	1.9	-10.9	-0.8	-3.0	43.2
CC(NC(=O)C[n+]1cccc(Br)c1)c1ccccc1 (centres undefined)	-1.1	6.0	3.0	-3.2	4.1	12.4	-2.6	15.4	-1.0	-1.6	8.2
COC(=O)C1C(=O)C(C(=O)c2ccccc2)C(=O)CC1(C)C (centres undefined)	0.9	0.3	0.2	-0.6	-6.1	0.6	-3.0	-5.4	2.0	1.4	11.4
O=C(O)CC1=C(Nc2ccccc2)C(=O)N(c2ccccc2)C1c1ccc(Cl)cc1 (centres undefined)	1.1	3.0	-11.2	0.2	11.0	-10.5	-5.5	-6.4	-0.1	-12.7	18.1
COCCn1nnnc1C(C(C)C)N1CCN(C(=O)c2ccco2)CC1 (centres undefined)	2.4	1.4	1.7	1.1	-1.2	-25.6	-0.3	-3.2	-0.9	-3.8	1.2
O=C(NNC(=O)C1CC1)c1ccc(-c2ccccc2)cc1	-0.5	9.1	-3.4	-1.0	-9.8	11.4	-8.4	-2.4	-1.1	-8.5	-9.0
Cc1onc(-c2ccccc2)c1C(=O)OCC(=O)Nc1ccc(Cl)cc1	-1.1	1.7	-6.2	-5.0	17.6	-24.3	-2.6	-0.9	0.1	2.6	0.9
Cc1ccnc2nc(C(=O)OCCOc3ccccc3)nn12	-0.5	6.7	-4.6	-0.5	-0.6	-15.2	-2.2	-9.7	-0.4	2.1	-5.8
O=C1C(NS(=O)(=O)c2cccs2)=C(N2CCOCC2)C(=O)c2ccccc21	-1.2	0.1	1.8	33.5	-7.0	7.3	-1.4	-3.5	0.9	3.9	-6.3
O=C(COC(=O)/C=C/c1cccc(Cl)c1)NCCC1=CCCCC1	0.2	6.4	2.1	-2.0	-1.4	9.9	-0.7	-17.4	2.2	-40.8	-9.6
CCOc1ccc(NC(=O)CN(C)C(=O)c2ccccc2CCc2ccccc2)cc1OCC	-0.1	-5.5	-5.1	0.3	-1.5	12.7	-6.5	-11.4	-3.3	-0.1	-0.5
CCc1ccc(C2=NN(CCC(=O)NC(C)c3ccc4c(c3)OCCO4)C(=O)CC2)cc1 (centres undefined)	0.1	-2.7	-4.4	7.8	-10.4	-21.2	-0.9	2.1	-0.6	-1.4	2.5
O=Cc1ccc(-n2nncc2-c2ccc([N+](=O)[O-])cc2)cc1	0.7	-5.8	-7.1	-1.2	-8.3	13.8	-5.8	-2.8	-0.2	-8.9	2.1
O=C(COC(=O)c1nc(Cl)ccc1Cl)NCc1ccc(Cl)cc1Cl	-0.1	2.8	-4.3	-0.3	-5.5	-12.4	-1.4	-14.8	-0.3	-8.9	nt
Cc1cc(C(=O)N2CCCC(N3CCN(c4cccc(Cl)c4)CC3)C2)nn1C (centres undefined)	-0.6	5.9	-0.4	0.9	0.4	10.5	-0.8	-14.6	-8.3	1.1	-10.2
Cn1c(=O)n(CCC(=O)O)c2ccccc21	-0.5	-0.5	4.0	-2.9	-11.9	6.4	0.3	0.0	0.6	-6.0	nt
COc1ccc(-c2c(C)nn3c(NC4CCCC4)cc(C)nc23)cc1OC	-3.0	-6.2	-3.0	2.0	-2.1	-22.9	2.8	-7.2	0.3	1.8	273.0
Cc1ccc(NC(=O)/C=C/c2ccc(Cl)cc2)nc1	2.2	12.7	-4.3	0.1	2.6	-11.9	-5.6	-27.1	2.5	-13.5	15.2
CCN(CC)S(=O)(=O)c1cc(NC(=O)CO/N=C(\N)c2ccccc2Cl)ccc1C	-1.8	-3.3	-10.8	-7.3	-5.1	21.2	-1.0	-1.2	-0.9	-6.2	nt
Cc1cccc(C(=O)N2c3ccccc3C(=O)OC2c2ccc3c(c2)OCO3)c1 (centres undefined)	1.2	2.9	-4.2	-0.6	-11.4	nt	-0.6	2.3	0.2	-6.1	-8.5
